High-throughput results from PubChem BioAssay.
PAD4 inh = PAD4 (human) enzyme inhibition | Q9UM07 | actives 0.41% (n = 330,000) | inhibition, % at 6.36 µM | recombinant PAD4, RCA probe fluorescence polarization;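 active means percent inhibition above a cutoff equal to the mean of all tested compounds plus 3 SD, cut at about 15% in these data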;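 further: 0% = PAD4 with RCA probe and DMSO and 100% = probe without PAD4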
Target sequence (Q9UM07 whole entry, looked up): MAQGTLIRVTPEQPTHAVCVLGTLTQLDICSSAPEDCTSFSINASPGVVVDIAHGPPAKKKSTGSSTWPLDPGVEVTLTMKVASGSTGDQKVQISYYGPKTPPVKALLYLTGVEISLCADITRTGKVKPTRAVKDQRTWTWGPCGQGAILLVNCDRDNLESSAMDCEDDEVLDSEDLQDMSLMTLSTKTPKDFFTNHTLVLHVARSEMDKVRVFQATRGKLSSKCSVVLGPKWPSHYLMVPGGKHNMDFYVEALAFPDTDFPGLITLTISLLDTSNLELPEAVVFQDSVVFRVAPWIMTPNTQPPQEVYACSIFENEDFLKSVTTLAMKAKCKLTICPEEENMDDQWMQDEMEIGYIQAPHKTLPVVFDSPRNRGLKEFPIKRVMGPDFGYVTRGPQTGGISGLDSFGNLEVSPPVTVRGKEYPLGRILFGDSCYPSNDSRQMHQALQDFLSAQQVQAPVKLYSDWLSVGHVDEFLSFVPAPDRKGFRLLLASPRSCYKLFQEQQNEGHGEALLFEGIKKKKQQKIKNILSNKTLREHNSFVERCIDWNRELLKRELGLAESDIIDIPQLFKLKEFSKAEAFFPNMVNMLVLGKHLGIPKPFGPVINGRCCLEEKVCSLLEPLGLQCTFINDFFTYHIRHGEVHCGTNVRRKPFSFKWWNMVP
TPT1 inhibitor = blocks Candida albicans tRNA 2'-phosphotransferase; recombinant caTPT1, FP RNA substrate dephosphorylation; inhibition, % at 5 µM; actives 0.81% (n = 300,000);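 active means inhibition above the mean of all tested compounds plus 3 SD, set per screening campaign, cut at about 24% in these data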;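 further: plate controls were DMSO alone for no effect and ferristatin control at 100 nM for full effect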
MCL1 BIM primary = disrupts human MCL1 binding to BIM-BH3 peptide | AID 2057 | GST-MCL1 / FITC-Bim-BH3 fluorescence polarization | inhibition, % at 10.9 µM | actives 0.68% (n = 320,000);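 active means inhibition above the mean inhibition of all tested compounds plus 3 SD, set per campaign, cut at about 40% in these data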;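 further: 0% = DMSO wells and 100% = unlabeled Bim-BH3 peptide control; higher means more loss of mP so more displacement of Bim peptide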
Bcl-xL primary = blocks human Bcl-xL binding to Bim BH3 peptide. AID 2129. actives 0.7% (n = 320,000). GST-Bcl-xL / FITC-Bim BH3 peptide fluorescence polarization. inhibition, % at 10.9 µM;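 active means inhibition above the mean of all tested compounds plus 3 SD, cutoff set per campaign, cut at about 30% in these data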;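 further: 0% = DMSO wells and 100% = unlabeled Bim-BH3 peptide competitor; inhibitors lower millipolarization by displacing the labeled peptide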
Target sequence (Q07817 whole entry, looked up): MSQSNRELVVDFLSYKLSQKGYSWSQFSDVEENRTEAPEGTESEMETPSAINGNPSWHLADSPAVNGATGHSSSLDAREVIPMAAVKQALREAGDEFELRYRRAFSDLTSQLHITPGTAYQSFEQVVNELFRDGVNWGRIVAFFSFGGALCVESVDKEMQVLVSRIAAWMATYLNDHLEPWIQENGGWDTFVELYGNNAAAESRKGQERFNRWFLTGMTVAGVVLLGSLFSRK
Fam108B inh = counter-screen for RBBP9 inhibitors: inhibitors of mouse Fam108B. recombinant Fam108B, FP-Rh probe fluorescence polarization. inhibition, % at 9.51 µM. actives 0.33% (n = 300,000). AID 1947;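 active means inhibition above the screen mean inhibition plus 3 SD, computed separately per campaign, cut at about 18% in these data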;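 further: inhibitors lower polarization as less probe binds the enzyme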
PME-1 inh = PME-1 (human) inhibition; recombinant PME-1, FP-Rh probe fluorescence polarization; actives 0.53% (n = 320,000); inhibition, % at 5.9 µM;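 active means inhibition above the campaign mean of all compounds plus 3 SD, cut at about 26% in these data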;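 further: competitive labeling of PME-1 active site by serine hydrolase directed probe; 0% = PME-1 with DMSO and 100% = wells lacking PME-1 enzyme; inhibitors block probe labeling so polarization falls and inhibition rises; many of its hits are not listed in these tables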
GSTO1 counter = GSTO1 inhibition, counter-screen for RBBP9 inhibitors; recombinant GSTO1, activity-based probe fluorescence polarization; inhibition, % at 5.96 µM; actives 1.1% (n = 300,000); AID 1974; P78417;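 active means inhibition above the campaign mean inhibition plus 3 SD, cut at about 35% in these data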;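 further: 0% = GSTO1-1 with DMSO and 100% = wells lacking GSTO1-1 enzyme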
GLD-1 TGE inh = GLD-1-TGE RNA interaction inhibition (C. elegans) | AID 2280 | purified GLD-1 + fluorescein TGE RNA, fluorescence polarization | actives 0.44% (n = 320,000) | inhibition, % at 5.96 µM;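 active means percent inhibition above a per-plate cutoff, the plate mean of test compounds plus 3 SD, cut at about 30% in these data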;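 further: 0% = DMSO wells with GLD-1 and probe and 100% = wells lacking GLD-1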
MEX-5 binding = C. elegans MEX-5 TCR-2 RNA binding activity; MEX-5/FITC-TCR2 RNA binding, fluorescence polarization; active compounds read low; activity score (negative = inhibition of binding), % at 10 µM; actives 0.38% (n = 300,000); AID 1832;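 active means inhibition past about -25% in most replicates, and total fluorescence under double the plate's negative control median, limit read from the data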;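 further: 0% = DMSO and -100% = 5 µM competing unlabeled TCR2 RNA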
* hit, by the source's call; . = no result given.

SMILES	MCL1 BIM primary	Bcl-xL primary	GLD-1 TGE inh	TPT1 inhibitor	GSTO1 counter	PME-1 inh	MEX-5 binding	Fam108B inh	PAD4 inh
COc1ccc(-c2ccc(CCC(=O)O)n2-c2ccccc2OC)cc1	0	0	-21	3	9	-7	1.7	4	-21
CCOC(=O)CSC1=Nc2ccccc2C2=NC(CC(=O)NCc3ccc(OC)cc3)C(=O)N12 (stereo not drawn)	6	0	-3	5	-2	2	1.5	3	-1
CCC(C(=O)NCc1cccnc1)n1nc(C)c2sc3ccccc3c2c1=O (stereo not drawn)	2	2	1	-1	4	8	-2.5	2	-4
O=C(C1CC1)N1CCN=C1SCc1ccc(Cl)cc1	3	3	3	0	8	-3	-1.1	1	2
CCNC(=O)CN(C1CCCCC1)S(C)(=O)=O	12	5	2	-2	2	3	2.5	-2	-6
CCc1nnc(NC(=O)CSc2nnc(CNC(=O)c3ccc(OC)c(OC)c3)o2)s1	3	2	9	-3	14	-6	-3.8	1	2
Cc1ccc(S(=O)(=O)N2CCC(C(=O)NCC3CCCO3)CC2)cc1 (stereo not drawn)	-3	2	1	-4	-3	7	0.2	0	-4
CCOC(=O)C1=C(C)N(Cc2ccccc2)C(=O)NC1c1ccccc1OS(=O)(=O)c1ccccc1[N+](=O)[O-] (stereo not drawn)	1	0	0	-3	10	6	-2.4	-4	-1
Cc1ccccc1NC(=O)N(C(C)C)C(C)C	-5	-2	12	-2	-1	1	-1.0	2	-1
O=C(c1ccc(Cl)cc1)c1cnc2ccccn12	4	6	-5	-3	6	-2	0.1	-1	1
O=C(c1ccccc1)N1CCN(CCc2ccccn2)CC1	2	0	3	2	3	-3	0.4	3	-6
Cc1ccc(C(C(=O)NC2CCCCC2)N2CCC3(CC2)OCCO3)cc1 (stereo not drawn)	-2	-1	4	1	-1	-2	-0.7	-3	-1
Cc1nn(C(C)C(=O)NCCC2=CCCCC2)c(=O)c2nn(-c3ccccc3)c(C)c12 (stereo not drawn)	1	-1	-3	-1	-2	6	-2.3	-2	-4
CC(C)c1ccc(NC(=O)c2cc(S(=O)(=O)N3CCCCC3)c[nH]2)cc1	6	2	2	-2	4	-1	2.1	-31	1
Cc1ccc(C)c(CSc2ncccc2C(=O)O)c1	12	6	4	0	2	2	.	-2	-1
Cc1ccccc1OCC(=O)Nc1nnc(-c2ccco2)s1	17	6	-2	-4	15	0	-2.4	2	1
NC(=O)COc1ccc(/C=N/NS(=O)(=O)c2ccccc2)cc1	2	6	3	-3	-5	-3	-0.3	-2	-6
O=C(O)c1ccc2oc(=O)c(S(=O)(=O)c3ccc(F)cc3)cc2c1	0	2	6	2	3	-1	1.4	7	1
COC(=O)CCn1[nH]c(=O)c2ccccc2c1=O	0	3	-1	-1	5	4	-2.5	3	2
CCOC(=O)C1CCCN(C(=O)c2cncc(Br)c2)C1 (stereo not drawn)	-2	4	10	0	11	1	-1.2	0	4
Cc1cccc(NC(=S)N(CCN2CCOCC2)Cc2cc3cc4c(cc3[nH]c2=O)OCCO4)c1	15	2	2	-1	4	5	0.3	-4	-5
CCOC(=O)C1=C(COC(=O)[C@@H]2CCCN2S(=O)(=O)c2ccc(C)cc2)NC(=O)NC1C (stereo partly drawn)	13	11	2	2	0	-2	-5.4	0	0
O=C(Nc1ccc2oc(=O)ccc2c1)c1ccc2ccccc2c1	5	7	8	-1	-1	-12	1.1	-6	-3
COC(=O)c1cccc(NC(=O)CSc2nnc(C)n2C)c1	6	13	4	2	6	4	1.1	-5	-1
CC(=O)c1cc(CN2CCN(Cc3ccc(C)cc3)C(CCO)C2)cs1 (stereo not drawn)	-2	-3	-1	1	0	5	1.7	0	-2
COc1ccccc1NC(=S)N1CCN(C(=O)c2ccco2)CC1	16	1	5	-3	9	-4	-1.1	4	-2
CCOc1ccc(CN(C)C(=O)c2ccc(NS(=O)(=O)c3ccc4[nH]c(=O)[nH]c4c3)cc2)cc1	0	7	2	-4	-18	2	-1.5	2	6
O=C(c1ccccc1)c1ccccc1NC(=O)C1CCCN1Cc1ccccc1 (stereo not drawn)	-1	-1	12	2	-2	3	2.2	2	2
O=C(c1ccccc1Cl)N1CCN(c2ncccn2)CC1	3	9	-4	-5	11	0	1.9	4	4
Brc1ccc(NCc2cccc3ccccc23)nc1	-2	6	0	-3	-4	1	-2.3	6	0
CCC(=O)NC(c1ccco1)c1cc(Cl)c2ccccc2c1O (stereo not drawn)	8	1	8	.	.	2	.	.	-1
Cc1ccc(-c2onc3ccc(C4(C)OCCO4)cc23)cc1	3	2	-4	-2	8	1	-2.8	1	2
COc1cccc(-n2nnc3c(=O)n(CC(=O)Nc4ccccc4C)cnc32)c1	0	3	3	-1	3	1	-0.7	-9	1
O=C(Nc1ccc(Nc2ccccc2)cc1)c1ccc(Cl)cc1Cl	2	9	-1	-1	11	2	0.5	1	-2
COc1ccc(S(=O)(=O)N2CCCCC2)cc1NC(=O)c1ccc(N2CCCC2=O)cc1	-7	-2	5	.	.	0	.	.	-2
O=C(CSc1nc(-c2ccccc2)c(-c2ccccc2)[nH]1)NCc1ccco1	-1	5	4	1	9	6	0.6	-3	-3
CCOC(=O)c1coc(CNC(=O)c2c(C)oc3c2CCCC3)c1	2	6	-1	0	8	0	-0.7	-3	-3
CS(=O)(=O)N(Cc1ccccc1)c1ccc(C(=O)N2CCN(c3cccc(Cl)c3)CC2)cc1	1	7	3	-1	7	-1	0.2	-1	2
O=C(O)CCNc1nc(-c2ccccc2)nc2ccccc12	6	5	4	2	-2	-4	-1.0	0	-4
CCCCc1ccc(S(=O)(=O)Nc2nnc(C)s2)cc1	9	1	-2	-1	-3	0	4.9	0	-5
O=C(Cc1ccc(F)cc1)Nc1cccc(-c2cn3c(n2)SCC3)c1	-10	-3	0	2	-4	-3	-0.2	-8	0
O=c1[nH]c2sc3c(c2c(=O)n1Cc1ccccc1)CCC3	5	3	6	0	-9	2	1.4	0	-1
COc1ccc(CCNC(=O)CNS(=O)(=O)c2ccc(Br)s2)cc1OC	3	4	5	2	4	-6	0.0	-1	-5
COc1ccc(CN2CCN(Cc3ccc4ccccc4c3)CC2)cc1OC	8	7	2	-1	2	-1	-1.7	6	-2
CCN1C(C#N)=C(C#N)N=C(C)CC1(C)C	-2	3	0	1	6	1	-5.8	-1	-2
CCCC(=O)N1CCCC(C(=O)c2cccc(OC(C)C)c2)C1 (stereo not drawn)	2	2	1	-3	5	0	0.4	0	5
C=C(C)C1Cc2cc3ccc(=O)oc3cc2O1 (stereo not drawn)	6	1	-3	-1	7	3	0.9	-3	-2
C/C(=N\NC(=O)c1ccc(O)cc1)c1cc2ccccc2o1	-6	-5	9	1	2	0	1.3	2	-5
COCCNC(=O)c1ccccc1NS(=O)(=O)c1ccc(Br)s1	1	0	-5	1	16	-4	-1.0	7	1
O=c1c2ccccc2nc(/C=C/c2ccc([N+](=O)[O-])cc2)n1CCCO	12	7	7	2	-3	14	-18	2	2
O=C(c1cc2c(s1)CCC2)N1C(=O)c2ccccc2S1(=O)=O	-1	4	2	2	0	-1	1.1	2	-6
NS(=O)(=O)c1cccc(NC(=O)CC(NC(=O)c2ccccc2Cl)c2ccccc2)c1 (stereo not drawn)	1	4	-6	-3	-4	6	-0.7	0	-3
O=C(c1ccco1)N1CCN(CC(O)COc2ccc3oc4ccccc4c3c2)CC1 (stereo not drawn)	3	0	2	0	-8	3	-2.7	1	-3
O=C(Cc1ccc(Cl)cc1)NCCc1cnc[nH]1	1	6	1	1	0	-4	0.5	-8	-6
CCCCCn1c(N2CCCC2)nc2c1c(=O)n(C)c(=O)n2C	3	-1	-2	0	6	3	-1.0	-5	-2
C1CCc2nnc(-c3nnc4n3CCCCC4)n2CC1	6	2	3	-2	4	5	1.7	2	-1
CCOC(=O)C1=C(N)n2c(s/c(=C\c3cccs3)c2=O)=C(C(=O)OCC)C1c1cccs1 (stereo not drawn)	4	6	-7	6	1	-2	-3.8	1	-1
CC(=O)C1=C(O)C(=O)N(c2ccc(Br)cn2)C1c1ccc(Br)cc1 (stereo not drawn)	-4	4	-7	5	5	3	0.9	-2	0
O=C(NCCCN1CCOCC1)c1cc2c([nH]c3ccccc32)c(-c2cccc(Br)c2)n1	3	1	1	0	-17	-9	-1.0	-8	46*
CC(=O)c1ccc(-n2c(CCC(=O)O)ccc2-c2ccc(Cl)cc2)cc1	3	4	6	0	4	-2	-1.7	-1	-2

Carrying on.
SMILES	MCL1 BIM primary	Bcl-xL primary	GLD-1 TGE inh	TPT1 inhibitor	GSTO1 counter	PME-1 inh	MEX-5 binding	Fam108B inh	PAD4 inh
Cc1ccccc1C(=O)NC(=S)Nc1ccc2[nH]c(=O)[nH]c2c1	13	7	8	1	-8	-1	-0.8	1	-4
CSc1ccccc1OCc1cc(C(=O)N(C)CCn2nc(C)cc2C)no1	7	10	2	-2	-4	2	1.3	4	0
COc1ccc(-c2cc(C(F)(F)F)nc(SCC(=O)Nc3ccc4c(c3)OCO4)n2)cc1OC	5	-4	1	-4	4	-6	-3.2	-12	-3
CCCCN(CC)S(=O)(=O)c1ccc2c(c1)n(C)c(=O)c(=O)n2C	1	-1	6	-4	-7	-2	-0.3	-3	-3
CC(=O)Nc1ccc(SCc2csc(C)n2)cc1	0	3	-1	3	0	-6	-4.0	0	-2

These rows are one share of the data, so the mix of outcomes need not match the whole.
